Bioassay records as filed in PubChem.
RECQ1 helicase: qHTS Assay for Inhibitors of RecQ-Like Dna Helicase 1 (RECQ1); ATP-dependent DNA helicase Q1 (Homo sapiens), P46063; Potency, µM (series often up to 57.3 µM), inactives show at the highest dose activity, negative = inhibition, most hits filed as inhibitors; AID 2549, 2010; RECQ1 DNA unwinding, red fluorescence kinetic read; hit rate 0.54% among 240,000;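 further: plate controls were vehicle for no effect and no enzyme for full effect; nearly all actives have a fitted effect of over 30% in size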
Target sequence (P46063 whole entry, looked up): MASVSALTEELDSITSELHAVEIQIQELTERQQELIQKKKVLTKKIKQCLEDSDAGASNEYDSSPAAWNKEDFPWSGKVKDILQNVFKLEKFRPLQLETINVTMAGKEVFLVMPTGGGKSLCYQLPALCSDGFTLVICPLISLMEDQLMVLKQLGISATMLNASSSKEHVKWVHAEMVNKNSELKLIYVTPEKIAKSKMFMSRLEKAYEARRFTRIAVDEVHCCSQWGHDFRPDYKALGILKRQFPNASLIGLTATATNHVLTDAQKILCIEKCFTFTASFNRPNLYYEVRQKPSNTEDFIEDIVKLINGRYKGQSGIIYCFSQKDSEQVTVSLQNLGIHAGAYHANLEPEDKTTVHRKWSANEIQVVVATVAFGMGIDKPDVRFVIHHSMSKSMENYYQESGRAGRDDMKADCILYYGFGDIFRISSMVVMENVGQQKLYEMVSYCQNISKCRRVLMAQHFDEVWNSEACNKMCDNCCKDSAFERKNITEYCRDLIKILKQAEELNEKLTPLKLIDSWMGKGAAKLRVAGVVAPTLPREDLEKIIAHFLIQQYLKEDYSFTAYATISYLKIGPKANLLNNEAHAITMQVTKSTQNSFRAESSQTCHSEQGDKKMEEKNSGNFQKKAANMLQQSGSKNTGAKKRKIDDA
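50 nM RECQ1T1 preincubated 15 min with compound in Tris pH 8.0 buffer with MgCl2, DTT, Tween-20 and 2.5 ug/ml poly(dI-dC); started with 200 nM TAMRA/BHQ-2 forked duplex and 2 mM ATP. Unwinding read as fluorescence (525/598 nm), two reads 2 h apart.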
IMPase Li inh: qHTS Assay for Identifying the Cell-Membrane Permeable IMPase Inhibitors: Potentiation with Lithium; CHO-M1 cells, IP1 TR-FRET (IP-One), carbachol + lithium; Potency, µM (titrated, usually from 59.4 µM), without a hit: at the highest dose activity, negative = IMPase inhibition, hits mostly inhibitors; hit rate 0.35% among 210,000; AID 1457, 2008;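 further: IP1 builds up when IMPase is blocked and the TR-FRET signal falls; plate controls were basal vehicle for no effect and high inhibitor control for full effect; nearly all actives have a fitted effect of over 50% in size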
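Test compounds were applied to CHO-M1 cells previously cultured for 16–30 h at 2000 per well. A small lithium amount accompanied them; after 30 min at 37C, IP1 was quantified by TR-FRET.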
NPSR antag: qHTS Assay for Antagonists of the Neuropeptide S Receptor: cAMP Signal Transduction | CHO-NPSR cells, cAMP TR-FRET, antagonist mode | Q6W5P4 | hit rate 1% among 220,000 | Potency, µM (top dose mostly 38.3 µM), for inactives: top-dose activity change, negative = inhibition, most hits filed as inhibitors; further: on the % scale 0 is the no-effect control and ±100 the full control effect; nearly all actives have a fitted effect of over 50% in size; many of its hits are not listed in these tables
Target sequence (Q6W5P4 whole entry, looked up): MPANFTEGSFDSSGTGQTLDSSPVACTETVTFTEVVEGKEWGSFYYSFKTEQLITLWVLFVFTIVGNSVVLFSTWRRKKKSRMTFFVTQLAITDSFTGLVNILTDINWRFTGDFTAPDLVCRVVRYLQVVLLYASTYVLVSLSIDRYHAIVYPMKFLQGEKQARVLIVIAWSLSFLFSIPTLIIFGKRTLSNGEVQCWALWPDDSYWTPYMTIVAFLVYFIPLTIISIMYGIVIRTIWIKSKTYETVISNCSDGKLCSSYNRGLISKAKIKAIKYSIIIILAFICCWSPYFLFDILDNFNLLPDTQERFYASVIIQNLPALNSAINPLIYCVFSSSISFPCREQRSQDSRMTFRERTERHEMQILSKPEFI
Epigenetic derep: Quantitative High-Throughput Screen for Regulators of Epigenetic Control | murine LDR cells, GFP reporter derepression, 30 h | Potency, µM (titrated, usually from 53.9 µM), for the others: at the top dose GFP activation, usual class: activators | AID 1865, 2009 | hit rate 0.2% among 280,000; further: % of control where 0% means no effect; nearly all actives have a fitted effect of over 60% in size
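Murine LDR cells bearing a silenced CMV-driven GFP reporter were exposed to compound for 30 h at 37 C. After PBS washes, GFP-positive cells (20-120 um objects) counted by laser-scanning microplate cytometry.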
KDM4E inh: qHTS Assay for Inhibitors of Human Jumonji Domain Containing 2E (JMJD2E). JMJD2E catalytic domain, FDH-coupled NADH fluorescence (FDH is formaldehyde dehydrogenase). Potency, µM (titrated, usually from 57.1 µM), for the others: top-dose activity change, negative = inhibition, actives largely listed as inhibitors. AID 2147, 2009. Lysine-specific demethylase 4E (Homo sapiens), B2RXH2. hit rate 1.6% among 230,000; active means well fitted inhibition curve with a large enough effect, not every such curve was filed as active; inconclusive means small, poorly fitted or top-dose-only effect, or another doubt; inactive means no such curve, though single readings can be large or run the other way;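 further: 0% = wells with enzyme and -100% = buffer wells without enzyme; nearly all actives have a fitted effect of over 50% in size; many of its hits are not listed in these tables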
Luc counter: Counterscreen for Luciferase (Kinase-Glo TM) Inhibition; hit rate 0.28% among 200,000; AID 1379, 2008; Potency, µM (top dose mostly 38.3 µM), for the others: at the top dose activity change, negative = inhibition, most hits filed as inhibitors; Kinase-Glo luciferase, ATP luminescence, 8 min; Luciferin 4-monooxygenase (Photuris pensylvanica), Q27757; further: on the % scale 0 is the no-effect control and ±100 the full control effect; nearly all actives have a fitted effect of over 60% in size
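Inhibition of Kinase-Glo luciferase light generation was assessed at 10 uM ATP in pH 7.2 imidazole buffer, with luminescence measured after eight minutes at ambient temperature.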
RGS12 GoLoco inh: qHTS Assay for Inhibitors of RGS12 GoLoco Motif Activity (Red Fluorophore); Potency, µM (doses to about 61.6 µM), for inactives: at the top dose activity, negative = inhibition, actives largely listed as inhibitors; Gai1:RGS12 GoLoco peptide FP, rhodamine, 10 min; hit rate 0.44% among 230,000; AID 880, 2007; active means well fitted inhibition curve with a large enough effect, not every such curve was filed as active; inactive means no such curve, though single readings can be large or run the other way; further: on the % scale 0 is the no-effect control and ±100 the full control effect; nearly all actives have a fitted effect of over 30% in size; many of its hits are not listed in these tables
SMN2 splice enh: qHTS Assay for Enhancers of SMN2 Splice Variant Expression; HEK293 SMN2-luciferase splicing reporter, luminescence, 30-36 h; Potency, µM (titrated, usually from 46.1 µM), inactives show at the highest dose activity change, positive = activation, hits mostly activators; hit rate 2.8% among 210,000; AID 1458, 2008; further: % of control where 0% means no effect; nearly all actives have a fitted effect of over 55% in size
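qHTS luciferase splicing reporter: luminescence rises when SMN2 exon 7 is included in transfected HEK293 cells. Compound exposure lasted 30-36 h at 37C, with 4.5 mM final sodium butyrate as control, followed by a ONE-Glo read.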
Starred values were filed as active, the others as inactive; i = inactive; ? = inconclusive; · = not tested or not shown; & = joins results of further samples; [ ] = dose if it differs, or a comment. Unless noted, the call rests on the fitted dose curve; in most records, active means well fitted curve in the direction sought with a large enough effect; inconclusive means small, poorly fitted or top-dose-only effect, or another doubt; inactive means no such curve, though single readings can be large; an effect the other way counts as inactive or inconclusive. Potency means the concentration at half of the fitted maximal effect. Only part of the results is shown; rates above refer to the full screens.

SMILES	RECQ1 helicase	IMPase Li inh	NPSR antag	Epigenetic derep	KDM4E inh	Luc counter	RGS12 GoLoco inh	SMN2 splice enh
CCCc1nnc(NC(=O)CSc2nc3ccccc3[nH]2)s1	-4%	-4%	7%	-1.5%	5%	2%	28%	5%
CCSc1nc2ccccc2c(=O)n1C1CCOC(C)(C)C1 (stereo not given)	0%	-4%	-45%	3.5%	3%	2%	1%	-60%[inhibitor]
Cc1c(NC(=O)CCSc2ccc(Cl)cc2)c(=O)n(-c2ccccc2)n1C	-8%	20%[38.3 µM]	-3%[46.1 µM]	-0.2%	6%	7%	7%	-16%
CCc1ccc(C(C)NC(=O)C2(C)CC2(Br)Br)cc1 (stereo not given)	i	20%[38.3 µM]	-17%[46.1 µM]	-1.0%	11%	-4%	-19%	21%
COc1ccc(OC)c(C(=O)c2ccccc2)c1	-2%	-10%	16%[46.1 µM]	2.0%	12%	1%	8%	-3%
FC(F)(F)c1cnc(C(c2ccccn2)c2ncn[nH]2)c(Cl)c1 (stereo not given)	-5%	0%	6%	-0.3%	25µM*	1%	9%	-79%[inhibitor]
COc1ccc(C(NC(=O)C(C)C)c2c(O)ccc3ccccc23)cc1 (stereo not given)	i	15%	-32%	0.2%	?	1%	4%	-13%
COc1ccc(OC)c(S(N)(=O)=O)c1	-2%	1%[38.3 µM]	12%[46.1 µM]	2.5%	7%	0%	2%	5%
O=C(N/N=C\c1ccc(OC(=O)c2ccco2)cc1)c1ccc(Cl)cc1	i	9%	-4%	-1.2%	-13%	4%	10%	·
CC(=O)c1cc2c(=O)c3cc(C)ccc3oc2nc1C	-4%	-3%[38.3 µM]	-5%[46.1 µM]	0.0%	?	?	19%	13µM*
S=C(NCCc1ccccc1)NC1CCCCCC1	-19%	3%	-9%[46.1 µM]	-3.2%	2%	1%	5%	13µM*
C=CCOC(=O)C1=C(C)N=C2SCCC(=O)N2C1c1cccs1 (stereo not given)	-4%	27%[38.3 µM]	-5%[46.1 µM]	-1.0%	-1%	1%	-2%	·
O=S1(=O)CCN(C(CO)c2ccccc2)CC1 (stereo not given)	-1%	18%	5%	-1.1%	-1%	1%	0%	3%
COc1cc(OC)cc(-c2cc(NC(C)=O)n[nH]2)c1	-2%	8%	8%	-1.0%	2%	6%	14%	13%
Cc1ccc(Nc2nc(-c3ccccc3)c(CC(=O)O)s2)cc1	i	0%	-31%	-1.8%	-12%	3%	9%	2%
CCOC(=O)COc1ccc(C(=O)CC)cc1OC	8%	10%	6%	0.4%	-2%	0%	7%	2%
C[C@H]1O[C@@H](O[C@H]2[C@@H](O)C[C@H](O[C@H]3[C@@H](O)C[C@H](O[C@H]4CC[C@@]5(C)[C@H](CC[C@@H]6[C@@H]5C[C@@H](O)[C@]5(C)[C@@H](C7=CC(=O)OC7)CC[C@]65O)C4)O[C@@H]3C)O[C@@H]2C)C[C@H](O)[C@@H]1O	?	14%&5%&-2%	17%	0.4%&1.1%	-2%&-4%	2%&-3%	-1%&0%&8%&-5%	·
CCN(C(C)=O)c1nc(CSc2nnc(NC(C)C)s2)cs1	2%	12%[38.3 µM]	4%[46.1 µM]	-0.6%	0%	-5%	-1%	-18%
CCOC(=O)C(Cc1ccccc1)NC(=O)CNC(C)=O (stereo not given)	i	-2%[38.3 µM]	0%[46.1 µM]	1.4%	-4%	-1%	0%	2%
COc1cccc(C(=O)N2N=C(c3ccccn3)CC2(O)C(F)(F)F)c1 (stereo not given)	-8%	·	?	15%	-16%	·	4%	·
COc1ccc(OC)c(NC(=O)CNC(=O)Cn2ccc3ccccc3c2=O)c1	-7%	12%[38.3 µM]	-3%[46.1 µM]	0.7%	-9%	2%	10%	-16%
CC(=O)c1cc2c(cc1NC(=O)CCn1cccc1)OCO2	-5%	1%[38.3 µM]	-7%[46.1 µM]	-1.1%	?	1%	0%	-1%
CCc1nc(NC(=O)NS(=O)(=O)c2ccccc2C(=O)OC)nc(OC)n1	3%	-8%	47%	-0.4%	6%	·	-12%	·
CCN1CCN(c2cc(C)c3cc(NC(=S)N(CC)CC)ccc3n2)CC1	-28%	12%	5%	-1.4%	?	0%	6%	?
CCNC(=S)N1CCC(C(O)(c2ccccc2)c2ccccc2)CC1	i	11%	-17%	8.0%	-4%	-2%	12%	18%
CC12CCC(CC1=O)C2(C)C (stereo not given)	-20%	13%	·	·	·	·	-25%	0%
Cc1cccc(NC(=O)/C(=C/c2cccc([N+](=O)[O-])c2)NC(=O)c2cccs2)c1	-8%	11%	0%[46.1 µM]	5.7%	2%	0%	9%	7%
Cc1cccc2cc(C#N)c(NCCCNS(=O)(=O)c3ccc(Cl)cc3)nc12	-18%	·	-41%	2.1%	?	·	10%	·
O=C(NC1CCCCC1)C(c1cccs1)N(CC1CCCO1)C(=O)c1csnn1 (stereo not given)	i	4%[38.3 µM]	-5%[46.1 µM]	-0.7%	3%	-4%	6%	8%
COc1ccc2nc(C)[nH]c(=O)c2c1	-3%	-17%[38.3 µM]	-7%[46.1 µM]	-0.7%	?	7%	6%	-5%

Entries of single compounds from above. Order of values: RECQ1 helicase	IMPase Li inh	NPSR antag	Epigenetic derep	KDM4E inh	Luc counter	RGS12 GoLoco inh	SMN2 splice enh
Entry for COc1cccc(C(=O)N2N=C(c3ccccn3)CC2(O)C(F)(F)F)c1 (stereo not given) : -8%	·	?	15%	-16%	·	4%	·
Entry for C=CCOC(=O)C1=C(C)N=C2SCCC(=O)N2C1c1cccs1 (stereo not given) : -4%	27%[38.3 µM]	-5%[46.1 µM]	-1.0%	-1%	1%	-2%	·

(more compounds)
SMILES	RECQ1 helicase	IMPase Li inh	NPSR antag	Epigenetic derep	KDM4E inh	Luc counter	RGS12 GoLoco inh	SMN2 splice enh
O=C(Cc1c[nH]c2ccccc12)Nc1nccs1	i	12%[38.3 µM]	13%[46.1 µM]	-6.1%	8%	1%	5%	-5%
COc1cc(SC)ccc1C(=O)Nc1ccc2c(c1)CCN2S(C)(=O)=O	12%	43%[38.3 µM]	-10%[46.1 µM]	0.0%	68%[activator]	-4%	0%	9%
Cc1ccc(-c2nc3ccc([N+](=O)[O-])cc3[nH]2)cc1	i	14%	-22%	5.7%	8%	-6%	9%	1.3µM*
COc1cccc(C2CC(c3ccccc3)=NN2S(=O)(=O)c2ccccc2)c1OC (stereo not given)	-9%	7%	41%	1.0%	3%	5%	16%	·
CN(C)C(=O)OC1=C(c2ccccc2)Sc2ccccc2-n2cccc21	-11%	10%	·	1.1%	·	·	-5%	-16%
NC(=O)CSc1nnc(-c2ccco2)n1N	-5%	10%[38.3 µM]	-6%[46.1 µM]	-0.3%	1%	-3%	7%	2%
CC1(C)CN(c2ccc(F)cc2)C1=O	-5%	5%	5%	-3.7%	-2%	-2%	1%	-4%
COc1ccc(CN2CCOC2=O)cc1OC	-15%	·	-18%	1.1%	10%	·	5%	·
O=C(Nc1nnc(C2CC2)s1)c1cc(-c2ccccc2)nn1-c1ccccc1	-4%	-3%[38.3 µM]	?	-2.7%	?	-2%	7%	-10%
COc1ccc(NS(=O)(=O)c2ccc3oc4ccccc4c3c2)cn1	-7%	22%[38.3 µM]	-15%[46.1 µM]	2.4%	-8%	0%	6%	·
CCCS(=O)(=O)N1CCN(C(=O)c2ccccc2F)CC1	2%	5%	5%[46.1 µM]	-0.8%	5%	0%	-3%	-5%
C=CCOC(=O)c1ccc(-n2cncn2)nc1	9%	28%[38.3 µM]	4%[46.1 µM]	0.7%	10%	-4%	-3%	-4%
COc1ccc2[nH]c(C(=O)NCc3ccc4c(c3)OCO4)cc2c1	-4%	·	-6%	7.4%	?	·	1%	·
COc1ccccc1OCC(=O)Nc1ccc(S(=O)(=O)Nc2nc(C)cc(C)n2)cc1	0%	29%[38.3 µM]	-8%[46.1 µM]	0.0%	0%	-1%	11%	-26%
COc1ccc(-n2c(C)nn(C)c2=O)cc1	i	1%[38.3 µM]	-7%[46.1 µM]	-0.3%	4%	0%	3%	16%
CN(Cc1cccnc1)Cc1cn(C)nc1-c1cccc(Cl)c1	10%	6%	11%	0.0%	-3%	-5%	-7%	·
COCCCn1c(SCCc2ccccc2)nc2cc(OC)c(OC)cc2c1=N	-18%	31%[activator]	-46%	7.1%	?	0%	2%	-4%
CCN(CC)CCNC(=O)c1c(O)c2cccc3c2n(c1=O)CCC3	i	22%[38.3 µM]	14%[46.1 µM]	-1.8%	?	-3%	-5%	7%
CC(C)Cn1c(C(C)C)nc([N+](=O)[O-])c1S(=O)(=O)c1ccc(F)cc1	-18%	4%[38.3 µM]	-21%[46.1 µM]	-1.4%	-5%	1%	-3%	-28%
Cc1ccc(Cn2cccc(NC(=O)c3ccco3)c2=O)cc1	-4%	-15%[38.3 µM]	-1%[46.1 µM]	-0.7%	-5%	-4%	6%	-6%
O=C(Nc1cccc(C(F)(F)F)c1)C(Sc1ncnc2ccccc12)c1ccccc1 (stereo not given)	-13%	1%	-12%[46.1 µM]	1.1%	-6%	2%	16%	25%
CCCCN(C)CCCNC(=O)CN1C(=O)CSc2ccc(S(=O)(=O)N3CCOCC3)cc21	1%	5%	12%	-0.4%&13%	-1%	4%	-2%	-5%
Cc1nn(C)cc1CNC(=O)c1ccccc1Br	3%	23%[38.3 µM]	26%[46.1 µM]	0.0%	10%	-1%	5%	-3%
Cc1ccc(S(=O)(=O)CC(=O)N(C)C)cc1	-6%	0%	3%[46.1 µM]	-0.8%	2%	0%	2%	10%
O=C1CN(C(=O)CSc2nc3ccccc3n2CCc2ccccc2)c2ccccc2N1	-11%	12%	-1%	1.0%	-3%	0%	6%	12%
CCSc1nnc(NC(=O)CC)s1	-3%	-2%[38.3 µM]	-5%[46.1 µM]	4.1%	-13%	0%	-13%	-5%
COC(=O)c1cc2occc2n1Cc1nc(-c2ccc(Cl)cc2)oc1C	-1%	26%	0%	0.0%&2.4%	1%	1%	2%	10%&-37%
